Compound activity: PubChem BioAssay, The Scripps Research Institute Molecular Screening Center
CHRM1 antagonist: blocks human M1 muscarinic receptor; P11229; CHO-K1 hM1, Fluo-8 calcium fluorescence, ACh EC80 antagonist; 360,000 compounds, 1.3% hits; inhibition, % at 3 µM;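 active means percent inhibition above its own plate's cutoff, namely the mean of that plate's compound wells plus 3 SD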;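 further: peak over basal fluorescence ratio during 140 s after agonist addition; 0% = ACh EC80 plus DMSO and 100% = DMSO alone without agonist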
Target sequence (P11229 whole entry, looked up): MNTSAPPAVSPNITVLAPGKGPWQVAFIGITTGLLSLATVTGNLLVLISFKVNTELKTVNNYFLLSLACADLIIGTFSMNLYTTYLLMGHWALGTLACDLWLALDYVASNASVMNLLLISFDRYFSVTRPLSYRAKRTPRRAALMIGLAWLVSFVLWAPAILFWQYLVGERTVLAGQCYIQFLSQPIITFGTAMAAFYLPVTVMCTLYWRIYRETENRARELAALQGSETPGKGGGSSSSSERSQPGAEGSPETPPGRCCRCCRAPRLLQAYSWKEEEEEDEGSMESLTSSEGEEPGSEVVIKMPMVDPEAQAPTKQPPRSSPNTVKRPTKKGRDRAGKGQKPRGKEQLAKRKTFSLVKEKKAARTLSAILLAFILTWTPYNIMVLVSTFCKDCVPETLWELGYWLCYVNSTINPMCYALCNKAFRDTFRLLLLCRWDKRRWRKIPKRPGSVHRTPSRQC
TAAR1 agonist: human TAAR1 agonism. Q96RJ0. CHO RD-HGA16 TAAR1, Fluo-8 calcium fluorescence; vehicle wells 0%, saturating PEA agonist 100%. activation, % at 3 µM. 360,000 compounds, 0.99% hits. AID 624467;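 active means activation above the mean activation of all test compounds in the run plus 3 SD, cut at about 38% in these data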
Target sequence (Q96RJ0 whole entry, looked up): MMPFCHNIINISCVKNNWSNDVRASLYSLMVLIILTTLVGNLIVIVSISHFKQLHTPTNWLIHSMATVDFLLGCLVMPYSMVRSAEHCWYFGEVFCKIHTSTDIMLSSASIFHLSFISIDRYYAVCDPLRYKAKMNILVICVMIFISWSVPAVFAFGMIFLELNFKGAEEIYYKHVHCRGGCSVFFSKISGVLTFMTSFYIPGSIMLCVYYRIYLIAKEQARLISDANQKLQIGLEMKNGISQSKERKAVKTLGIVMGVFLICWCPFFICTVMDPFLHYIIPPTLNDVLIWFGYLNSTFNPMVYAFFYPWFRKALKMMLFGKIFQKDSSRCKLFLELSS
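Test system: RD-HGA16 (CHO) cells co-expressing Gα16 and hTAAR1 | Doses: Single dose, 3 µM | Schedule: 17-24 h seeding, 75 min 37 °C dye, 30 min RT | Evaluation: % activation from peak over basal fluorescence ratio, DMSO-to-PEA scaled | Technique: Kinetic Fluo-8 calcium fluorescence | Benchmarks: Low control DMSO, high control PEA (EC100)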
M1 ag parental: nonselective activator or artifact in parental CHO-K1 cells; Fluo-8 calcium fluorescence; scaled to maximal ATP response, vehicle zero; activation, % at 3 µM; 360,000 compounds, 0.48% hits; AID 602248; in the data active means activation above about 15%;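 further: untransfected CHO-K1 host cells lacking M1 receptor as counterscreen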
CHO-K1 Ca antag: M1 antagonist counterscreen hit in parental CHO-K1 cells; ATP-induced calcium, Fluo-8 fluorescence; inhibition, % at 3 µM; 360,000 compounds, 0.6% hits; AID 602250;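 active means inhibition above a per-plate cutoff, the plate's mean sample inhibition plus 3 SD, cut at about 24% in these data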;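 further: 0% = DMSO plus EC80 ATP and 100% = DMSO alone without ATP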
TAAR1 antag: antagonists of human TAAR1 | CHO RD-HGA16 TAAR1, Fluo-8 calcium fluorescence, antagonist | 360,000 compounds, 1.5% hits | Q96RJ0 | inhibition, % at 3 µM | AID 624466;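 active means inhibition above a per-plate cutoff, the mean inhibition of test compounds on that plate plus 3 SD, cut at about 49% in these data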;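 further: 0% = DMSO plus EC80 beta-PEA response and 100% = DMSO alone without agonist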
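Material: RD-HGA16 CHO cells with stable hTAAR1 and Gα16; Dosing: single nominal final test compound concentration of 3 µM; Schedule: seeding 17-24 h prior, 75-min 37 °C, 30-min RT dye loading; Detection: kinetic Fluo-8 calcium fluorescence measurement; Measure: % inhibition from peak post-agonist over basal fluorescence ratio; Benchmarks: vehicle and agonist controls.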
CHO parental Ca: counter-screen for OX1R antagonists: effect in parental CHO cells. parental CHO-K1, ATP-induced calcium, Fluo-8 fluorescence. inhibition, % at 5.6 µM. 330,000 compounds, 0.63% hits. AID 463079;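 active means inhibition above that plate's mean sample inhibition plus 3 SD, cut at about 26% in these data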;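 further: 0% = ATP-challenged DMSO wells and 100% = DMSO wells without ATP; some compounds past the cut are filed as inactive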
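Material: parental CHO cells / Compound: single nominal dose of 5.6 µM per compound / Signal: Fluo-8 fluorescence / Replicates: singlicate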
M1 PAM: human CHRM1 positive allosteric modulation; CHO-K1 hM1, Fluo-8 calcium fluorescence, ACh EC20; 0% = ACh EC20, 100% = maximal ACh; activation, % at 3 µM; 360,000 compounds, 0.088% hits; AID 588819; in the data active means activation above about 19%, passing the limit was not always enough
M1 PAM parental: M1 PAM counterscreen hit in parental CHO-K1 cells; 360,000 compounds, 0.02% hits; ATP EC20, Fluo-8 calcium fluorescence; 0% at ATP EC20, 100% at ATP max; activation, % at 3 µM; AID 602247;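 active means activation above the run cutoff, the mean activation of all test compounds plus 3 SD, cut at about 40% in these data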;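 further: peak over basal fluorescence ratio in a 140 s read after ATP addition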
M1 ag: activates human CHRM1 receptor. P11229. CHO-K1 hM1, Fluo-8 calcium fluorescence, agonist mode; 0% DMSO, 100% acetylcholine EC100. activation, % at 3 µM. 360,000 compounds, 0.33% hits. AID 588814;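 active means activation above the run's mean compound activation plus 3 SD, cut at about 16% in these data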;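 further: peak over basal fluorescence ratio within a 140 s kinetic read after compound addition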
Active calls of the source: *; . = not tested or not shown.

SMILES | CHRM1 antagonist | TAAR1 agonist | M1 ag parental | CHO-K1 Ca antag | TAAR1 antag | CHO parental Ca | M1 PAM | M1 PAM parental | M1 ag
CCc1noc(C)c1C(=O)NNC(=O)c1ccc(Br)cc1 | -11 | 4 | 0.2 | 7 | -20 | -17 | 9 | 0 | -2
Cc1ccc(CS(=O)Cc2ccc(C(=O)N3CCN(c4cccc(C)c4C)CC3)o2)cc1 (stereo not given) | 3 | 4 | 8.8 | -2 | 6 | . | -14 | 12 | -2
O=C(COc1ccc2ccccc2c1)NNC(=O)Cc1ccccc1 | -5 | 2 | 2.3 | -5 | -25 | 1 | 7 | 18 | -3
Cc1nn(-c2ccccc2)c(Cl)c1C(=O)Nc1ccccc1 | -4 | 14 | 2.1 | 2 | 10 | -19 | 0 | 21 | -3
COc1ccc(NC(=O)C2(C)Cc3c(-c4cccc(C(F)(F)F)c4)ccnc3O2)cc1OC (stereo not given) | -2 | -2 | -0.6 | -11 | -19 | . | -3 | 7 | -2
O=C(c1cccc(S(=O)(=O)N2CCOCC2)c1)N1CCCc2ccccc21 | 1 | 3 | 0.6 | 5 | 10 | -13 | 3 | -3 | -1
Cc1cnc(NC(=O)c2ccc(Cl)nc2)s1 | 4 | 1 | 0.0 | -16 | -12 | 3 | -2 | 6 | -1
CC(=O)c1cccc(CN2CCC(CO)(CCCc3ccccc3)CC2)c1 | 1 | 2 | 2.5 | -6 | -10 | -10 | -6 | 17 | -7
O=C(NC1CCCCC1)N1CCCC(CNS(=O)(=O)Cc2ccccc2)C1 (stereo not given) | 9 | -1 | 4.4 | 7 | -4 | -15 | -6 | 5 | -11
COc1c(C)cccc1C(=O)Nc1ccc(CN2CCCCC2)cc1 | 6 | 17 | -0.4 | 9 | -1 | -11 | -5 | -5 | -6
Cc1ccc(CC2CC(=O)N(C(Cc3ccccc3)C(=O)O)C2=O)cc1 (stereo not given) | -4 | 2 | 0.1 | 2 | 0 | -11 | 8 | 6 | -3
O=C(NC1=NCCS1)c1ccc(Cl)c(S(=O)(=O)N2CCc3ccccc32)c1 | -5 | 4 | 12 | 4 | -25 | 2 | 3 | 15 | -2
CCCCNC(=O)c1onc(CSc2cccc(OC)c2)c1C(=O)O | -6 | 1 | -0.4 | -17 | 3 | -3 | 6 | 7 | 0
Cc1ccccc1N1C(=O)CC(N(O)c2ccccc2)C1=O (stereo not given) | 17 | 5 | 0.2 | 17 | -12 | -7 | -4 | -8 | -3
COc1cc(/C=C/c2cc[n+](C)cc2)ccc1OCC(=O)Nc1ccccc1 | 10 | 0 | -0.1 | 6 | 3 | -10 | -13 | 4 | -13
Cc1cc(SCC(=O)Nc2cccc(S(=O)(=O)NC3=NCCCCC3)c2)nc2ccccc12 | -16 | 11 | 4.2 | -8 | 49* | 0 | 5 | 6 | -3
CCOc1ccc2nc(NC(=O)c3cnc(C)cn3)sc2c1 | -2 | 0 | 0.1 | 1 | -2 | 2 | 2 | 5 | -3
O=C(c1ccc(S(=O)(=O)N2CCCCC2)cc1)N1CCN(c2ccccc2)CC1 | -2 | 16 | 0.4 | -7 | 18 | -8 | 6 | 13 | -7
COc1ccc(C(C)C)cc1-c1cc(C(=O)NCc2cccc(C(F)(F)F)c2)[nH]n1 | 6 | 3 | 0.3 | -10 | 32 | . | -7 | -1 | -5
COC(=O)C1=C(C)N(Cc2ccccc2)C(=NCCc2c[nH]c3ccccc23)N[C@H]1c1ccccc1 | -4 | . | 0.9 | -6 | . | -7 | 0 | 8 | -6
Oc1ccccc1Cc1c(O)ccc2ccccc12 | 9 | 14 | 4.2 | -3 | 18 | 6 | -2 | 10 | -6
Nc1ccn(CC(=O)N2CCN(c3ccccn3)CC2)c(=O)n1 | 0 | 4 | 0.3 | -4 | 10 | -12 | 10 | -4 | 6
CC(C)N1CCC(N2CCN(Cc3ccc(-c4ccccc4Cl)o3)CC2CCO)CC1 (stereo not given) | -7 | -2 | 0.0 | -5 | 7 | -15 | 10 | 10 | -15
COC(=O)CSC1=C(C#N)C(c2ccc(C(C)C)cc2)CC(=O)N1 (stereo not given) | -7 | 1 | 0.3 | 8 | -10 | -14 | 5 | -7 | -7
COC(=O)c1c(C)noc1-c1cc(C)on1 | -8 | 2 | -0.4 | 13 | -1 | -4 | 9 | -10 | -1
COc1ccc(S(=O)(=O)NNC(=O)c2csc(-n3nc(C)cc3C(F)(F)F)n2)cc1 | -12 | 10 | 0.7 | 5 | -2 | -10 | -3 | 12 | -8
Cc1cccc(C(=O)N(Cc2nc3ccccc3c(=O)[nH]2)C2CCCC2)c1 | -10 | -2 | -0.1 | 18 | -13 | -23 | 7 | -12 | -7
CC1CCc2c(sc(NC(=O)c3cccs3)c2C(=O)O)C1 (stereo not given) | -11 | -1 | 6.9 | 6 | -5 | -6 | 3 | 1 | -8
CC(C)(C)c1ccc(COn2ccnc2)cc1 | -8 | -2 | 1.4 | -4 | 18 | -11 | 10 | 13 | -5
COc1ccc(CNC(=O)c2ccc(-n3cncn3)c3ccoc23)cc1OC | 9 | 2 | 1.2 | -6 | -12 | . | 13 | 9 | 10
CCN(CC)CCn1c2c(c(SCC(=O)Nc3cccc(C(C)=O)c3)nc1=O)CCCC2 | 61* | 2 | 1.8 | -10 | -5 | . | -25 | 1 | -7
Cc1ccc2cccc(OCc3nnc(SCC(=O)O)n3C)c2n1 | -4 | 8 | 0.3 | -11 | -10 | 8 | 2 | 7 | -5
CCN1C(=O)[C@H]2[C@@H](c3ccc(-c4cc(C(C)=O)cs4)cc3)N3CCC[C@@]3(C(=O)OC)[C@H]2C1=O | 1 | 24 | 3.3 | 6 | 46 | -18 | 0 | -20 | -3
CCn1c(Cc2cccs2)nnc1SCC(=O)c1ccc(C)cc1 | 0 | 3 | 1.5 | -11 | -8 | -23 | -2 | 6 | -13
COc1cc(OC)c(Cl)cc1N | -21 | 17 | 0.6 | -16 | -7 | -2 | 6 | 22 | -2
COc1ccc(S(=O)(=O)N2CCOCC2)cc1NC(=O)Cc1ccc2c(c1)OCCO2 | 20 | 1 | 0.7 | 11 | -1 | -18 | -2 | -19 | -2
CC1(C)NC(=O)N(CC(O)CN2CCOCC2)C1=O (stereo not given) | -4 | 8 | -0.3 | 17 | -1 | -6 | 9 | -4 | -2
CCOc1ncccc1C(=O)OCC(=O)Nc1ccc(Cl)cn1 | -10 | 2 | -0.3 | -3 | -13 | -14 | 2 | 4 | -3
O=C(O)c1cnn2c1NC(c1ccc(F)cc1)CC2C(F)(F)F (stereo not given) | 2 | 3 | 0.3 | 5 | 1 | -15 | 1 | -6 | -1
Fc1ccc(-c2nc3ccc(Cl)cn3c2Cc2cccc(F)c2)cc1 | -17 | -1 | 0.7 | -24 | -17 | . | -4 | 9 | -4
Cc1ccc(-n2[nH]c(C)c(/C=C3/C=Nc4ccccc43)c2=O)cc1C | -14 | 4 | 0.7 | 8 | -10 | 0 | 3 | 4 | 4
O=C(Nc1ccc(Cl)c(Cl)c1)Nc1nccs1 | 27 | 43* | 11 | 34* | -1 | 22 | -11 | -24 | 8
COc1cc(NC(=O)CCS(=O)(=O)c2ccc3c(c2)oc(=O)n3C)cc(OC)c1OC | -7 | 2 | 1.5 | -17 | -28 | -14 | 4 | 10 | -2
O=S(=O)(c1ccc2nnn(OCc3ccccc3)c2c1)N1CCOCC1 | -3 | 0 | 0.9 | -4 | -8 | 0 | 10 | 10 | -2
CC(C)CCN1CCN(CC(c2ccccc2)c2ccccc2)CC1CCO (stereo not given) | 35* | 4 | 0.2 | -10 | -18 | -28 | -33 | 16 | -13
Cc1cc(C)n(CC(O)CN(c2ccccc2)S(=O)(=O)c2ccccc2)n1 (stereo not given) | -2 | 17 | -0.3 | -9 | 4 | -22 | 8 | 10 | -3
CCN(CC)C(=O)C1=C(C)N(Cc2ccc(F)cc2)C(=O)C(CC(=O)NC2CCCCC2)C1 (stereo not given) | 5 | 3 | 0.1 | 11 | -17 | . | 1 | -11 | -3
CC(=O)Nc1c(Br)cc2c(c1Br)C(=O)c1ccccc1-2 | -2 | 3 | 1.4 | -6 | -16 | . | 9 | 8 | -5
Cc1ccc(S(=O)(=O)c2c(C)nn(C(C)(C)C)c2OC(=O)C(C)C)cc1 | -3 | 4 | 0.8 | -11 | -3 | -3 | 24 | 10 | 0
CC1CC(=Cc2ccc([N+](=O)[O-])cc2)C(=O)O1 (stereo not given) | -11 | 1 | 0.5 | 5 | -12 | . | 4 | -2 | -2

(listing goes on)
SMILES | CHRM1 antagonist | TAAR1 agonist | M1 ag parental | CHO-K1 Ca antag | TAAR1 antag | CHO parental Ca | M1 PAM | M1 PAM parental | M1 ag
NC(=O)C(NC(=O)OCc1ccccc1)c1ccccc1 (stereo not given) | 7 | 3 | 1.7 | -12 | 15 | -11 | -6 | 17 | 3
O=C1c2ccccc2C(=O)N1CCc1nc(-c2ccncc2)no1 | -5 | 8 | 2.1 | -1 | 10 | 0 | 5 | 11 | -1
Cc1ccc(NC(=O)C2CCCN2C(=O)Oc2ccccc2)c(C)c1 (stereo not given) | -9 | 1 | -0.3 | -14 | -21 | -16 | 5 | -6 | -5
COc1cc(C=C2C(=O)C=CC2=O)ccc1O | . | 43* | 2.6 | -46 | 37 | . | . | 43* | .
COc1ccc(OC)c(CCNC(=O)CN2C(=O)CC(C)(C)S(=O)(=O)c3ccccc32)c1 | -7 | 1 | 0.0 | 5 | -1 | 1 | 4 | -5 | -1
Cc1ccc([C@H]2C(C(=O)O)=CC[C@@H](c3ccc(Cl)cc3)N2S(=O)(=O)c2ccccc2C)cc1 | 4 | . | 0.4 | -5 | . | -12 | -4 | 4 | -8
CCCCNc1ncnc2[nH]ncc12 | -6 | 2 | 0.0 | 16 | 6 | . | 10 | -25 | -1
Cc1ncc([N+](=O)[O-])n1Cc1ccccc1 | -6 | 1 | 1.1 | -12 | -12 | -2 | 5 | 9 | -4
O=C1Nc2ccccc2C(O)(C(=O)N2CCCCC2)N1c1ccccc1 (stereo not given) | -20 | 7 | -0.6 | 23 | 11 | -14 | 12 | -8 | 0

Record cards, from the list above. Order of screens: CHRM1 antagonist | TAAR1 agonist | M1 ag parental | CHO-K1 Ca antag | TAAR1 antag | CHO parental Ca | M1 PAM | M1 PAM parental | M1 ag
NC(=O)C(NC(=O)OCc1ccccc1)c1ccccc1 (stereo not given) reads 7 | 3 | 1.7 | -12 | 15 | -11 | -6 | 17 | 3
Cc1ccc([C@H]2C(C(=O)O)=CC[C@@H](c3ccc(Cl)cc3)N2S(=O)(=O)c2ccccc2C)cc1 reads 4 | . | 0.4 | -5 | . | -12 | -4 | 4 | -8
CCCCNc1ncnc2[nH]ncc12 reads -6 | 2 | 0.0 | 16 | 6 | . | 10 | -25 | -1
COc1cc(C=C2C(=O)C=CC2=O)ccc1O reads . | 43* | 2.6 | -46 | 37 | . | . | 43* | .

No enrichment for hits; 4.4% or so of the library scored in one or more.
